Assay outcomes: PubChem, National Center for Advancing Translational Sciences (NCATS)
p53 reactivator: mutant p53 re-activation in reporter cells; H1299 p53-A138V BP100-luciferase reporter, luminescence, 24 h; Potency, µM (doses to about 92.2 µM), for the others: at the highest dose activity change, positive = activation, most hits filed as activators; 0.063% of 320,000 active; also: % of control where 0% means no effect; nearly all actives have a fitted effect of over 45% in size
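p53-null H1299 cells stably carrying temperature-sensitive p53-A138V and a BP100-luciferase reporter were pinned with compounds (4-point, 1:5 series) and held 24 hrs at 37 deg C. Luminescence was read 10 min after detection reagent.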
ELG1 genotox: induces genotoxicity in HEK293T cells with luciferase-tagged ELG1. AID 504466. HEK293T ELG1-luciferase reporter, luminescence, 16 h. Potency, µM (highest dose often 46 µM), inactives show at the highest dose activity change, positive = activation, actives largely listed as activators. 1.3% of 330,000 active; also: % of control where 0% means no effect; nearly all actives have a fitted effect of over 60% in size
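HEK293T cells expressing luciferase-tagged ELG1 were exposed to compound or DMSO vehicle for 16 hr at 37 °C and 5% CO2. Luciferase activity was then measured with ONE-Glo after 30 min at room temperature.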
RORg inh: ROR gamma (mouse) transcription inhibition | Drosophila S2 Gal4-RORgamma UAS-luciferase reporter, 20 h | P51450 | 5.4% of 310,000 active | Potency, µM (highest dose often 53.6 µM), for the others: at the highest dose activity change, negative = inhibition, most hits filed as inhibitors; also: % is scaled to controls: 0 for no effect and ±100 for the full control effect; nearly all actives have a fitted effect of over 60% in size
Target sequence (P51450 whole entry, looked up, the tested form may be a part): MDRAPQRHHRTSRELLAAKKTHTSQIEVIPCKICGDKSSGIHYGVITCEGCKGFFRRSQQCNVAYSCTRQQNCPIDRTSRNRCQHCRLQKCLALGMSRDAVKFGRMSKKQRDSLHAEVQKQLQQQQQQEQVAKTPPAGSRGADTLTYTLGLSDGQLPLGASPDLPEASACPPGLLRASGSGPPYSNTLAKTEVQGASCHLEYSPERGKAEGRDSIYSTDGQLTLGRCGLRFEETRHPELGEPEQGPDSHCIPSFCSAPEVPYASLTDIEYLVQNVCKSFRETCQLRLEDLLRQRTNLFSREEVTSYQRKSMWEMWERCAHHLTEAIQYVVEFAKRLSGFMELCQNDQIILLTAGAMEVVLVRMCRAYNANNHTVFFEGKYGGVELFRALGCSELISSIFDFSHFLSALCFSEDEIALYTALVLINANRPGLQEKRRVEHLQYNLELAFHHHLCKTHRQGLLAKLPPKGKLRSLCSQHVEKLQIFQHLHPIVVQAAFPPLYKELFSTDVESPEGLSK
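Drosophila Schneider cells stably carrying a metallothionein-driven Gal4 DBD–ROR gamma fusion and a UAS-Photinus luciferase reporter were exposed to compound for 1 hr, then induced with copper sulfate (700 uM final) for 20 hr at ambient temperature before luminescence reading.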
MBNL1 CUG block: inhibitors of human MBNL1 binding to CUG repeat RNA; Potency, µM (titrated, usually from 57.5 µM), without a hit: at the top dose activity change, negative = inhibition, hits mostly inhibitors; TR-FRET MBNL1-His/biotin-(CUG)12 binding, 665/545 ratio; 0.036% of 280,000 active; AID 2675; Q9NR56; active = well fitted inhibition curve with a large enough effect in the signal ratio, with a control signal flat, not every such curve was filed as active; inconclusive = small, poorly fitted or top-dose-only effect, or effect the other way, or a change in a side signal; inactive = no such curve, though single readings can be large or run the other way; the % refers to the signal ratio; also: % is scaled to controls: 0 for no effect and ±100 for the full control effect
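His-tagged MBNL1 binding to biotinylated (CUG)12 RNA was measured by TR-FRET using terbium anti-His antibody (0.055 ng/ul final) and streptavidin-XL665 (5 nM final). Compounds were titrated 92 nM to 58 uM; 60 min at room temperature.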
Rab9 prom act: activators of Rab9 promoter; Huh7 Rab9 promoter-luciferase reporter, luminescence, 24 h; 2.8% of 320,000 active; AID 485297; Potency, µM (top dose mostly 9.22 µM), for the others: at the highest dose activation, negative = inhibition, most hits filed as activators; also: % of control where 0% means no effect; nearly all actives have a fitted effect of over 60% in size
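Cells were plated at 1500 per well in reduced-serum medium with 10% FBS and left 2 h. Compound in DMSO was then added for 24 h at 37 °C. Reporter signal was read by luminescence after 10 min with luciferase detection reagent.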
Gal4-VP16 FLuc: inhibits Gal4-VP16 luciferase reporter, ROR gamma counter-screen. Potency, µM (doses to about 53.6 µM), for the others: at the top dose activity, negative = inhibition, actives largely listed as inhibitors. 3.5% of 310,000 active. Drosophila S2 Gal4-VP16 UAS-luciferase, luminescence, 20 h;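 also: Gal4-VP16 expression switched on by copper sulfate through the metallothionein promoter; % is scaled to controls: 0 for no effect and ±100 for the full control effect; nearly all actives have a fitted effect of over 50% in size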
uPA generation: cell surface uPA generation inhibition | cell surface uPA generation assay, qHTS | 0.31% of 330,000 active | Potency, µM (doses to about 38.3 µM), without a hit: at the top dose activity change, negative = inhibition, most hits filed as inhibitors; active = well fitted inhibition curve with a large enough effect; inconclusive = small, poorly fitted or top-dose-only effect; inactive = no such curve, though single readings can be large or run the other way; tested in mouse RAW 264.7 cells; also: % is scaled to controls: 0 for no effect and ±100 for the full control effect; nearly all actives have a fitted effect of over 55% in size
FLuc modulator: firefly luciferase modulation, counter-screen for miR-21 project. 6.9% of 360,000 active. Potency, µM (series often up to 57.5 µM), for the others: at the highest dose activity change, negative = inhibition, hits mostly inhibitors. purified FLuc, Km substrates, luminescence inhibition;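 also: plate controls were vehicle for no effect and reference inhibitor for full effect; nearly all actives have a fitted effect of over 55% in size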
Target sequence (P08659 whole entry, looked up): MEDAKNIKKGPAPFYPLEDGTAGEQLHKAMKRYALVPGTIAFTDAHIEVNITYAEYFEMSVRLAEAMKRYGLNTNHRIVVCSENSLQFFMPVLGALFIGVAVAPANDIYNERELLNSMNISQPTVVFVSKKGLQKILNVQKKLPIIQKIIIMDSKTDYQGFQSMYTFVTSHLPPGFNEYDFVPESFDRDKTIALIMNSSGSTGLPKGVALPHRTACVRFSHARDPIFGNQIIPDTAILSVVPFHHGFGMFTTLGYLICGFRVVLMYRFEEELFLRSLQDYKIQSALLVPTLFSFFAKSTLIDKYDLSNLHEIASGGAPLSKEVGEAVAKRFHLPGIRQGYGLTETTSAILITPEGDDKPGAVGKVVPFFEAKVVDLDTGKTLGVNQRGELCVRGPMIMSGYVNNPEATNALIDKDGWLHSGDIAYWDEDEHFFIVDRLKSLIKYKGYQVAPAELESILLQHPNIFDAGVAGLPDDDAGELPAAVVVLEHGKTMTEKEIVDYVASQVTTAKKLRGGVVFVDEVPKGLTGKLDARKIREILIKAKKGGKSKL
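Biochemical qHTS of compounds, final roughly 60 µM downward over six points, against 10 nM purified firefly luciferase using Km concentrations of substrates (10 uM D-luciferin, 10 uM ATP) in Tris acetate pH 7.5 buffer; luminescence output.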
NPC1 promoter act: activators of NPC1 promoter. Huh7 NPC1 promoter luciferase reporter, 24 h. Potency, µM (titrated, usually from 9.22 µM), without a hit: at the highest dose activation, actives largely listed as activators. 2.4% of 320,000 active. AID 485313;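 also: % of control where 0% means no effect; nearly all actives have a fitted effect of over 60% in size; reporter is driven by a mutant NPC1 promoter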
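Luminescence read-out of NPC1 promoter-driven luciferase in stably transfected Huh7 cells; compounds delivered in DMSO and left 24 h at 37C, 5% CO2, qHTS titration format.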
BRCA1 expr up: activators of BRCA1 expression. MCF7-BRCA1-FFLuc reporter, luminescence, 48 h; response scale: scaled: vehicle 0%, 10 µM genistein 100%. Potency, µM (doses to about 46.1 µM), without a hit: at the top dose activation, actives largely listed as activators. 1.1% of 380,000 active; also: nearly all actives have a fitted effect of over 80% in size; some results filed as inactive show a strong effect at the top dose
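Cells: MCF7-BRCA1-FFLuc, 2000/well. Exposure: 48 h, 37 °C, 5% CO2. Read: luminescence, 15 min post-substrate. Controls: genistein 10 microM (maximal activation), DMSO (neutral).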
An asterisk follows results filed as active; u = inconclusive; x = no result given; & = joins results of further samples; [ ] = another dose, or the depositor's remark. Unless noted, calls follow the shape of the dose curve; as a rule, active = well fitted curve in the direction sought with a large enough effect; inconclusive = small, poorly fitted or top-dose-only effect, or another doubt; inactive = no such curve, though single readings can be large; an effect the other way counts as inactive or inconclusive. Potency is read from the fitted curve at half-maximal effect.

| compound | p53 reactivator | ELG1 genotox | RORg inh | MBNL1 CUG block | Rab9 prom act | Gal4-VP16 FLuc | uPA generation | FLuc modulator | NPC1 promoter act | BRCA1 expr up |
| --- | --- | --- | --- | --- | --- | --- | --- | --- | --- | --- |
| COc1cccc(N(C(=O)Cn2nnc(-c3cccs3)n2)C(C(=O)NC(C)C)c2ccc(C)o2)c1 (stereo not given) | 0% | 2% | -31% | -5% | 1% | -18% | 8% | 0% | -7% | -19% |
| COc1ccc(S(=O)(=O)NC(C)C(=O)Nc2ccc3c(c2)OCO3)cc1OC (stereo not given) | -1% | -3% | -20% | -1% | -7% | -3% | 3% | -1% | 2% | -37% |
| O=C(NCc1ccc(Cl)cc1)c1cc2ccccn2n1 | 8% | 18% | 18% | 6% | 20% | 20% | 16% | u | 1% | 55% |
| CC(NC(=O)c1ccccc1Cl)C(=O)N1CCN(Cc2ccc3c(c2)OCO3)CC1 (stereo not given) | -12% | 1% | x | x | -1% | x | 5% | x | -1% | -5% |
| Cc1cc2nnc(SCc3ccccc3)n2c(N)n1 | 16% | 6% | 36% | -3% | -4% | 5% | x | 3% | -3% | 33% |
| CC1=[N+](C)N(c2ccccc2)C(=O)C1N=C/C=C/c1ccccc1 (stereo not given) | -1% | 0% | -4% | 17% | 1% | 6% | 4% | 15µM* | 0% | -9% |
| O=C(Cn1ccc(NC(=O)OCc2ccccc2)nc1=O)NCCCn1ccnc1 | -2% | 3% | x | x | 1% | x | -4% | -10% | -2% | 9% |
| Cc1cc2nc3n(c2cc1C)CC1CC(C(=O)NCc2cccc(C(F)(F)F)c2)N(C)C31 (stereo not given) | 3% | 0% | 26% | 4% | -13% | 3% | -9% | -3% | -7% | 0% |
| Cc1[nH]c2ccccc2c1C(=O)C(C)OC(=O)c1ccc([N+](=O)[O-])o1 (stereo not given) | 4% | -5% | 14µM* | u | -1% | -23% | -9% | -2% | -5% | -72%[inhibitor] |
| COc1ccc(/C(C)=N/N=C(\C)c2ccc(OC)cc2OC)c(OC)c1 | 5% | -3% | -28% | -11% | -4% | 0% | 9% | 2% | -4% | -26% |
| CC1CCN(C(=O)c2ccc(N3CCOCC3)c([N+](=O)[O-])c2)CC1 | -2% | 1% | x | x | x | x | 13% | x | x | 20% |
| COc1ccccc1-n1cnc2cc(NCc3ccccc3O)ccc21 | 13% | 6% | 1% | 9% | 13% | 0% | -8% | u | -2% | -7% |
| CCOC(=O)c1sc(NC(=O)CSc2nc(C)cc(C)n2)c(C#N)c1C | 0% | 1% | -2% | -7% | 0% | -1% | -4% | 0% | -2% | -42% |
| COC(=O)C(Cc1ccccc1)NC(=O)c1cc(=O)[nH]c2ccccc12 (stereo not given) | 5% | 0% | 9% | 1% | 9% | 0% | -2% | 6% | -2% | 16% |
| COc1ccc(CN2CCSCC2)cc1C | 4% | 4% | 4% | -2% | -5% | 10% | 2% | 1% | -1% | -2% |
| CCC1C(=O)c2ccccc2N(C)C1=O (stereo not given) | -3% | 4% | 14% | -18% | -4% | -17% | 4% | 4% | -1% | -14% |
| COC(=O)C(NC(=O)c1ccccc1)=C1C=C(C)OC(C)=C1 | -7% | 0% | -7% | 19% | 3% | -8% | -7% | 0% | -2% | 1% |
| COc1ccccc1CCc1nnc(CCC(=O)N(C)Cc2cccc3ncccc23)o1 | -2% | -4% | 27% | -2% | -2% | 1% | 0% | -7% | 0% | -25% |
| Fc1cc(Cl)c(OCc2noc(-c3ccsc3)n2)c(Cl)c1 | 10% | 7% | -17% | 7% | 3.2µM* | 7% | -8% | u | u | 81% |
| COc1ccc(NC(=O)C(F)(F)F)cc1OC | 19% | 1% | 0% | -10% | -4% | 6% | -2% | -1% | 1% | 2% |
| Cc1ccc(C(=O)N2CCN(c3ccc(NC(=S)NC(=O)Cc4ccccc4)cc3)CC2)cc1 | -1% | -1% | 5.6µM* | -10% | -8% | 8.9µM* | x | -1% | -6% | -41% |
| O=C(COC(=O)c1ccccc1)Nc1ccc(Cl)cn1 | 2% | 7% | -3% | -13% | 0% | -14% | 7% | -4% | -5% | -7% |
| CC(=O)c1c(C)[nH]c(C(=O)COC(=O)c2cc(C)oc2C)c1C | 7% | -2% | x | x | -4% | x | -13% | -12% | -5% | -6% |
| CN(C(=O)CSc1nnc(-c2ccncc2)n1Cc1ccccc1)C1CCS(=O)(=O)C1 (stereo not given) | 3% | -1% | -3% | -4% | -4% | 0% | x | 0% | -5% | x |
| Nc1c(C(=O)OCC(=O)NCc2ccccc2)[nH]c(=O)[nH]c1=O | 1% | -2% | -14% | -4% | -2% | 4% | 3% | 1% | 2% | 0% |
| CCOC(=O)C1=C(c2ccccc2)c2ccccc2OC1C(=O)OCC (stereo not given) | -5% | 3% | 1% | x | x | -8% | -4% | x | x | 0% |
| Cc1cc(Cl)ccc1OC(C)C(=O)OCC(=O)c1ccc[nH]1 (stereo not given) | 10% | 1% | x | x | x | x | 5% | x | x | -15% |
| CS(=O)(=O)n1nc(OC(=O)c2cc(Br)ccc2Cl)cc1N | 2% | 2% | 0% | -6% | 1% | -23% | 10% | u | -3% | -4% |
| COC(=O)c1ccc(NC(=O)CSCc2ccc(C)cc2)cc1 | -1% | -4% | -2% | -3% | 9% | -28% | x | 1% | -1% | 10% |
| Cc1nc(Nc2ccc(Cl)cc2)c(C#N)c(=O)[nH]1 | x | 12% | -5%[1.91 µM] | 0% | 1% | -6% | u | 11% | 3% | -46% |
| C(=N\n1cnnc1)/c1ccc(N2CCOCC2)cc1 | -3% | 12% | -1% | u | 7% | -9% | x | u | 1% | 5% |
| C=CCn1c(SCc2c(F)c(F)c(F)c(F)c2F)nc(O)cc1=O | 30% | 0% | 30% | -7% | 3% | 1% | 4% | 4% | -3% | -8% |
| Cc1ccc(C)c(-n2c(CNC(=O)c3ccco3)nnc2SCC(=O)N2CCc3ccccc32)c1 | -4% | -6% | 33% | 10% | -1% | -15% | 0% | 0% | -2% | -5% |
| COc1ccc2c(c1OC)C(=O)N(c1nc(SC)n[nH]1)C2=O | -4% | 5% | -6% | 19% | 0% | -1% | 2% | 2% | -5% | 14% |
| CC1=C(C(=O)OC(C)C)C(c2cccs2)NC(=S)N1 (stereo not given) | -16% | 0% | 13µM* | -1% | 0% | u | 6% | 2% | 0% | -10% |
| Cc1ccc(NC(=O)COC(=O)COc2cccc3c2OC(C)(C)C3)c(C)c1 | 1% | -6% | x | x | 1% | x | 4% | 0% | 2% | -7% |
| C/C(=N\NC(=O)c1ccco1)c1ccc(NC(=O)C(F)(F)F)cc1 | x | 11% | x | 7% | 19% | x | 7% | -5% | 24% | 72% |
| COc1ccc(CO[C@@H]2O[C@H](CO)[C@@H](O)[C@H](O)[C@H]2NC(C)=O)cc1OC | -2% | 0% | -2% | -1% | -9% | 6% | 11% | -1% | 1% | 2% |
| COc1cc2c(cc1OC)CN(CC(=O)Nc1ccc(C)c(C)c1)CC2 | -7% | -3% | 24% | -7% | 2% | -4% | 0% | 0% | 1% | 4% |
| Cc1ccc(C)c(S(=O)(=O)N2CCCC2CNC(=O)C(=O)NCc2cccs2)c1 (stereo not given) | 5% | -7% | x | x | -2% | x | 4% | -1% | -2% | -9% |
| CC(=O)CCC(=O)c1ccc2ccccc2c1 | u | 17% | 20% | x | 17% | -10% | 0% | 27µM* | 9% | 70% |
| C[C@@H](C(=O)Nc1ccc2ccccc2c1)[C@@H]1C[C@@]1(C)[C@@H](NC(=O)c1cnccn1)c1ccccc1 | 1% | -1% | -18%&-4% | -4% | -5% | -5%&5% | 0% | 3% | -8% | -10% |
| O=S(=O)(c1ccc(Oc2ccc(Cl)cc2)nc1)N1CCOCC1 | -1% | -3% | x | x | 0% | x | -2% | -1% | 0% | -24% |
| O=C(OCc1ccc(Br)cc1F)c1cc2ccccc2oc1=O | 14% | -1% | 4% | 0% | 0% | -4% | 3% | -12% | 0% | -5% |
| CCOc1ccc(N2C(=O)CC(SCCN)C2=O)cc1 (stereo not given) | 7% | u | u | -24% | 2.2µM* | u | -7% | 17µM* | 1.4µM* | -1% |
| CC(C)NC(=O)c1ccc(COCC(F)(F)C(F)F)cc1 | 3% | 4% | 14% | -11% | 9% | -12% | x | -9% | 3% | 2% |
| COc1ccc(CCNC(C(=O)Nc2cc(C)cc(C)c2)c2ccccc2)cc1 (stereo not given) | -2% | -13% | 0% | -7% | 26% | u | 8% | -3% | 1% | -58% |
| CC1CCN(C(=O)Cn2c(=O)oc3ccccc32)CC1 | 7% | 19% | -35% | 6% | 10% | 3% | -2% | 0% | -1% | 11% |
| CCOC(=O)c1ccc(N(CC(=O)NC2CCCCC2)C(=O)CNC(=O)c2ccco2)cc1 | 0% | 3% | 2% | -3% | -2% | 2% | 0% | 5% | 3% | -1% |
| COc1ccc(C(c2nnnn2C(C)C)N2CCN(C(=O)c3ccco3)CC2)cc1 (stereo not given) | -5% | -3% | 5% | -2% | -1% | 1% | 17% | -2% | 0% | -8% |
| Cc1ccc(N=C(c2cccs2)N2CCOCC2)cc1 | 9% | u | 33% | 3% | 24% | u | 3% | 4% | 6% | 49% |
| O=C(O)CNC1=NCCC1 | -2% | -1% | 4%[10 µM] | -12% | 3% | -4% | x | 2% | 13% | x |
| Cc1nc2cc3ccccc3cc2c(=O)[nH]1 | u | u | 2% | u | u | 0% | x | 13µM* | u | 11µM* |
